# MEKK2 mut-MEK5: MEK5 binding signal on mutant MEKK2 PB1, primary screen, biochemical, multiplex bead flow cytometry, Alexa488-MEK5; 290,000 compounds, 0.35% hits; percent response, % at 10 µM; AID 1530, 2009; Alexa488-MEK5 binding to MEKK2 mutant; in the data active = percent response above about 24%, passing the limit was not always enough; note: inactives centre near 1; some results filed as inactive read as strong as hits
# PfM18AAP inh: PfM18AAP inhibitors, malaria aminopeptidase, primary screen, biochemical, QFRET, recombinant enzyme; H-Glu-NHMec fluorogenic cleavage; inhibition, % at 7.35 µM; 290,000 compounds, 1.2% hits;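 active = inhibition above the campaign mean inhibition over all tested compounds plus 3 SD, cut at about 28% in these data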;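 note: 0% = plate median of test compound wells and 100% = 2 mM ZnCl2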
# UBC9 SUMO inh: inhibitors of in vitro SUMOylation cascade, primary screen, biochemical, HTRF, uHTS | HTRF SUMOylation assay, SAE1/SAE2 + UBC9 | 290,000 compounds, 0.36% hits | inhibition, % at 35 µM | AID 2006, 2009 | SUMO-conjugating enzyme UBC9 (Homo sapiens), P63279; in the data active = inhibition above about 50%, passing the limit was not always enough; note: strong numbers were not always called active
# Target sequence (P63279 whole entry, looked up): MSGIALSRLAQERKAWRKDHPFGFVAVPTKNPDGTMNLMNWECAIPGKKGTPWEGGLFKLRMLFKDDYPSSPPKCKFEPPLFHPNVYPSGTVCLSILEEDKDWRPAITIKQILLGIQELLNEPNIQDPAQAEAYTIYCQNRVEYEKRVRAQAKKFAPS
# VIM-2 inh: VIM-2 metallo-beta-lactamase inhibitors, primary screen, biochemical, epi-absorbance readout, Pseudomonas aeruginosa enzyme. AID 1527, 2009. inhibition, % at 5.6 µM. 290,000 compounds, 0.89% hits. purified VIM-2, nitrocefin hydrolysis, epi-absorbance fluorescence;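 active = inhibition above the mean of all tested compounds plus 3 SD, cutoff set per screening run, cut at about 7.5% in these data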;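 note: red hydrolysis product quenches plate fluorescence so inhibitors raise well fluorescence; 0% = enzyme with DMSO and 100% = DMSO without enzyme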
# DNA FID counter: compounds displacing fluorescent DNA intercalator, primary screen, artefact control for HCV NS3 helicase inhibitor project, biochemical, FID fluorescence | inhibition, % at 7.9 µM | DNA fluorescent intercalator displacement | 290,000 compounds, 0.17% hits; in the data active = inhibition above about 37%;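 note: 0% = vehicle and 100% = reference compound; higher means more ethidium bromide displaced from hairpin DNA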
# IMP-1 inh: IMP-1 metallo-beta-lactamase inhibitors, primary screen, biochemical, epi-absorbance readout, Pseudomonas aeruginosa enzyme; AID 1556, 2009; purified IMP-1, nitrocefin hydrolysis, epi-absorbance fluorescence; 290,000 compounds, 0.45% hits; inhibition, % at 5.6 µM; metallo-beta-lactamase IMP-1 (Pseudomonas aeruginosa);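 active = inhibition above the mean plus 3 SD of all compounds in the same screening run, cut at about 4.5% in these data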;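 note: 0% = IMP-1 with DMSO and 100% = DMSO wells lacking enzyme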
#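 Material – recombinant IMP-1 enzyme, purified · Amount – IMP-1 0.2 nM before substrate addition · Medium – HEPES buffer pH 7.1 with ZnSO4 and Brij 35 · Timing – 25 °C, 15 min preincubation, 25 min reaction · Measured by – plate fluorescence quenching by hydrolysis product, ex 480/em 530 nm · Read-out – percent enzyme inhibition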
# MEKK2 WT-MEK5: modulators of MEK5 binding to wildtype MEKK2, primary screen, biochemical, multiplex bead flow cytometry, Alexa488-MEK5 | Mitogen-activated protein kinase kinase kinase 2 (Homo sapiens), Q9Y2U5 | Alexa488-MEK5 binding to MEKK2 WT; actives lie on both sides | binding response (% of control), % at 10 µM | 290,000 compounds, 1.1% hits; in the data active = binding response below about 67% or above about 130%
# NS3 helicase inh: inhibitors of HCV NS3 helicase, primary screen, biochemical, Cy5 molecular beacon fluorescence | NS3 helicase DNA unwinding | inhibition, % at 10.9 µM | 290,000 compounds, 0.56% hits;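 active = inhibition above the mean of all tested compounds plus 3 SD, set per campaign, cut at about 35% in these data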;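 note: 0% = DMSO wells and 100% = thioflavine S control wells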
#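 System: HCV NS3 helicase fragment; control set: DMSO and thioflavine S; technique: Cy5 fluorescence at 0 and 60 min, beacon hairpin quenching; reagent: beacon DNA duplex substrate plus ATP; replicates: singlicate; schedule: 1 h reaction at 25 °C, ATP-initiated; medium: MOPS buffer pH 6.5 with MgCl2, DTT, Tween20, BSA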
# NALP1 yeast inh: NALP1 inflammasome inhibitors in reconstituted yeast, colorimetric, S. cerevisiae, triplicate retest; inhibition, % at 10 µM; S. cerevisiae NALP1/ASC/caspase-1 growth, X-gal OD620, 72 h; 280,000 compounds, 0.61% hits; AID 2071, 2009; in the data active = inhibition mostly above about 24%, no sharp cut-off; inactive = mostly below about 32%; note: some compounds called inactive have numbers as strong as hits
# * = called active by the depositor; x = not tested or not shown.
SMILES,MEKK2 mut-MEK5,PfM18AAP inh,UBC9 SUMO inh,VIM-2 inh,DNA FID counter,IMP-1 inh,MEKK2 WT-MEK5,NS3 helicase inh,NALP1 yeast inh
CN(C)CCCN(C(=O)c1cc(-c2cccs2)nc2ccccc12)c1nc2ccc(F)cc2s1,54*,-9,5,-1.5,40*,-1.0,203*,-38,29
OCCC1CN(Cc2cccc3c2OCO3)CCN1Cc1ccccc1 (centres undefined),8,1,4,-3.3,3,-2.3,104,4,-3
O=C1CSC(c2ccccn2)N1Cc1cn2ccccc2n1 (centres undefined),7,6,7,-5.7,0,-2.1,95,4,30
CS(=O)(=O)c1ccc2nc(NC(=O)c3ccc(N4CCCC4=O)cc3)sc2c1,3,0,10,-1.0,-3,-2.2,101,-4,5
CC1CCC(NC(=O)Cn2c(=O)oc3ccccc32)CC1 (centres undefined),9,-16,21,-1.0,-3,-1.1,108,2,10
C/C(=N\NC(=O)CNc1cccc(Cl)c1C)C1CC1,-1,0,4,-2.2,1,0.9,99,9,-2
O=C(N/N=C/c1ccc(Br)o1)c1cccnc1,1,3,10,-4.8,-23,-3.5,102,-2,19
COc1ccc(NC(=O)CCS(=O)(=O)c2ccccc2Cl)cc1S(=O)(=O)Nc1ccc(Cl)cc1,-10,-10,-12,1.1,-18,0.3,76,-12,12
CC(=O)c1ccc(N2CCN(CC(O)c3ccccc3)CC2)cc1 (centres undefined),3,0,14,-1.2,-12,-2.2,102,2,4
O=C(Cn1c(=O)oc2cc(S(=O)(=O)N3CCCCCC3)ccc21)NC1CCCCCCC1,-8,0,32,0.0,-4,1.6,96,2,4
O=C(O)C1CCCCC1C(=O)Nc1ccc2c(c1)OCO2 (centres undefined),-6,10,-3,0.5,-6,-0.6,95,1,14
CCOC(=O)c1sc(Nc2nc(C)cc(C)n2)nc1C,2,-8,0,-1.4,0,-3.0,92,9,9
N/C(=N\OC(=O)c1ccc(Cl)cc1)c1ccn[nH]1,4,2,-1,-1.3,-8,-3.3,96,-1,-2
Cc1ccc(NC(=S)NC(NC(=O)c2ccccc2)C(Cl)(Cl)Cl)c(C)c1 (centres undefined),0,0,0,-2.9,-19,-2.7,101,0,13
Cc1cccc(CSc2nnc(C)c(=O)n2N)c1,0,3,7,-2.9,-5,-1.8,103,-5,23
Cc1nn(CC(=O)Nc2cccc(C(F)(F)F)c2)c(=O)c2cccn12,1,4,-2,-2.8,-7,-4.2,100,2,-6
COc1ccc(CNCC(O)(c2ccccc2)c2ccc(F)cc2)cc1 (centres undefined),5,-12,8,-0.4,4,-0.2,115,-22,4
CCN(CC)CCN(C)c1ccc(N2C(=O)C3CC=CCC3C2=O)cc1[N+](=O)[O-] (centres undefined),-5,-2,1,-2.7,4,-0.6,97,-4,26
O=C(O)c1ccc2c(c1)OCCOCCOCCOCCOCCO2,10,2,18,-1.4,-3,-0.5,108,1,14
O=C(Nc1cccnc1)c1ccc2c(c1)C(=O)N(Cc1cccnc1)C2=O,7,0,4,-2.9,-5,-0.4,100,-5,-9
O=C(NCc1cccnc1)C(=O)NC1CCCCC1,-8,-4,-2,1.0,-5,-0.9,88,-1,-10
Cc1c(C(=O)O)oc2c1C(O)CCC2 (centres undefined),-2,3,0,-0.4,-3,-3.0,99,0,-11
Cc1ccc(C2CC(C(F)(F)F)n3nc(C(=O)NCc4ccco4)cc3N2)cc1 (centres undefined),-3,7,4,1.0,-36,-1.0,98,-4,9
O=C(N/N=C/c1sc(N2CCOCC2)nc1-c1ccccc1)c1ccccc1Cl,7,2,-11,-1.9,-1,-0.9,104,1,-9
Cc1ccccc1-n1cc(CNCc2c(C(=O)N(C)C)nc3ccc(Cl)cn23)cn1,-8,0,-5,-0.5,-1,-1.8,99,-7,11
# More compounds.
SMILES,MEKK2 mut-MEK5,PfM18AAP inh,UBC9 SUMO inh,VIM-2 inh,DNA FID counter,IMP-1 inh,MEKK2 WT-MEK5,NS3 helicase inh,NALP1 yeast inh
NNC(=O)CN1CCN(c2ncc(C(F)(F)F)cc2Cl)CC1,-1,-1,1,-4.4,-24,-3.5,96,0,2
CCCCCCCCCCCC(=O)c1c(O)cccc1O,2,2,-8,-1.0,-6,-1.6,100,8,11
COc1ccc2cc(-c3[nH]ncc3CNCCn3nc(C)cc3C)ccc2c1,11,2,-3,-2.9,3,-2.5,120,-8,-2
COCC(=O)Nc1ccccc1C#N,x,-1,7,-4.0,-1,0.5,x,-1,6
CC1=Nc2ccccc2N=C(NC(=O)c2ccccc2)C1c1ccc(Cl)cc1 (centres undefined),-3,2,-24,0.5,-5,-2.0,97,5,-3
COc1ccccc1Sc1nc(-c2ccccn2)ncc1OC,5,-5,7,-0.6,-15,-3.7,105,14,-12
O=C(Nc1ccc(F)c(F)c1)c1cc(S(=O)(=O)N2CCN(c3ccccn3)CC2)ccc1F,5,10,8,0.7,-4,4.6*,110,11,4
CCN(CC)C(=O)CSc1nnc([C@@H](N)Cc2ccccc2)o1,7,x,-1,x,x,x,104,x,-8
C=CCn1c(SCC(=O)NCC2CCCO2)nc2sc(C)c(C)c2c1=O (centres undefined),3,5,4,-2.9,-40,-1.4,103,0,26
CC(C)C(=O)Nc1ccc(-c2nc3cccnc3o2)cc1,1,17,17,1.2,-3,0.7,102,-7,x
CN(CC(=O)Nc1ccc(C#N)cc1)CC(=O)Nc1ccc(N2CCOCC2)cc1,12,1,-3,-2.7,-8,-4.2,119,5,27
CCCC(=O)Nc1c(-c2ccc(C)cc2)c(=O)c2ccccc2n1C,18,-4,10,-0.1,-4,-3.5,109,-2,9
CCN(CC)c1ccc(/C=N/N2CCN(c3ccccn3)CC2)cc1,0,5,-9,-1.9,-5,-3.4,104,3,-19
NNC(=O)c1cccc(COCC(F)(F)C(F)F)c1,3,-11,-6,-3.2,-23,-3.6,114,2,5
Cc1oc(-c2cccc(F)c2)nc1CN(Cc1ccccc1)C[C@@H]1CCC(=O)N1,-7,1,-6,1.9,-31,1.5,95,13,-7
COc1nc(Nc2ccc3c(c2)OCO3)nc(OC)n1,0,x,23,x,x,x,99,x,-13
CCN(CC)c1ccc(/C=C2/C(=O)c3ccc(C(=O)O)cc3C2=O)cc1,-1,19,17,-1.5,-15,-1.4,94,11,10
Nn1c(SC/C=C/c2ccccc2)nnc1-c1ccncc1,x,15,9,-4.4,-6,0.5,x,-5,9
COCc1cc(=O)[nH]c(Nc2nc3ccc(C)cc3o2)n1,1,7,-72,-1.4,-15,-15,101,-3,-8
CCOc1ccccc1NC(=O)C(OC(=O)c1ccc(O)cc1)c1ccccc1 (centres undefined),-1,0,-12,-3.3,-13,-2.5,96,-4,16
O=C(Cc1ccc(Cl)cc1)Nc1cccc2ncccc12,-8,-4,8,-0.2,-2,-1.5,88,4,8
CCCCNC(=S)NNC(=O)C12CC3CC(CC(C3)C1)C2,2,-23,12,-8.6,-9,-1.1,106,9,12
CCCC(=O)N(CC(=O)Nc1sc(C)c(C)c1C(N)=O)Cc1ccccc1,-1,0,15,-4.1,-26,-3.5,97,1,3
CC(=O)c1ccc(NC(=O)CCC(=O)N2CC(C)Oc3ccc(C)cc32)cc1 (centres undefined),0,0,-12,-0.8,-28,-1.9,102,0,22
CNc1nnc(-c2ccc(C)cc2)c2ccccc12,-5,-1,6,3.0,10,-2.6,93,3,-1

# Shown with two lines to a compound: entries from further up.
# Values run as follows: MEKK2 mut-MEK5 | PfM18AAP inh | UBC9 SUMO inh | VIM-2 inh | DNA FID counter | IMP-1 inh | MEKK2 WT-MEK5 | NS3 helicase inh | NALP1 yeast inh
Cc1oc(-c2cccc(F)c2)nc1CN(Cc1ccccc1)C[C@@H]1CCC(=O)N1
→ -7 | 1 | -6 | 1.9 | -31 | 1.5 | 95 | 13 | -7
COc1nc(Nc2ccc3c(c2)OCO3)nc(OC)n1
→ 0 | x | 23 | x | x | x | 99 | x | -13
CCN(CC)c1ccc(/C=C2/C(=O)c3ccc(C(=O)O)cc3C2=O)cc1
→ -1 | 19 | 17 | -1.5 | -15 | -1.4 | 94 | 11 | 10
Nn1c(SC/C=C/c2ccccc2)nnc1-c1ccncc1
→ x | 15 | 9 | -4.4 | -6 | 0.5 | x | -5 | 9

# (cont.)
SMILES,MEKK2 mut-MEK5,PfM18AAP inh,UBC9 SUMO inh,VIM-2 inh,DNA FID counter,IMP-1 inh,MEKK2 WT-MEK5,NS3 helicase inh,NALP1 yeast inh
Cc1cc(C)c2c(C)c(C(=O)NCc3ccncc3)oc2c1,0,2,0,-3.6,-16,-4.0,108,-1,-2
O=[N+]([O-])c1ccc(N2CCN(S(=O)(=O)c3ccc(Cl)cc3)CC2)cc1NCc1cccnc1,4,-6,2,-6.7,-1,-1.5,106,-8,31
COc1ccc(-n2ncc3c(N4CCC(C(N)=O)CC4)ncnc32)cc1,6,15,12,0.0,0,-2.4,107,-2,-2
CN1CCN(c2nc3c(c(=O)[nH]c(=O)n3C)n2Cc2ccc([N+](=O)[O-])cc2)CC1,3,-5,2,0.6,-1,-5.2,103,13,18
Cc1cn(S(=O)(=O)c2ccccc2[N+](=O)[O-])cn1,-4,-5,8,-0.8,1,-2.7,98,-3,1
Cc1cccc(N(C)S(=O)(=O)c2ccc3c(c2)CCC(=O)N3)c1,1,-2,-12,-0.7,-2,-0.9,92,-6,-4
CCS(=O)(=O)c1ncc(Cl)c(C(=O)Nc2ccc(S(=O)(=O)N3CCCC(C)C3)cc2)n1 (centres undefined),-8,-70,-12,-0.3,-38,-1.0,90,-30,10
CC(C)NC(=O)c1ccc(-c2cccc(C(F)(F)F)c2)o1,-2,-3,30,-2.5,0,-1.8,99,-5,4
Cc1nc2ccc(OC(=O)c3ccccc3)cc2s1,2,-4,3,-1.3,-19,-1.9,101,-2,15
CC(=O)Nc1ccc(NC(=O)c2ccc(NS(=O)(=O)c3cc(C(C)(C)C)cc(C)c3C)cc2)cc1,-1,0,37,-1.1,-4,-2.3,99,-16,28
Cc1c(C)c2c(OCC(=O)Nc3cccnc3)cc3c(c2oc1=O)CCC(C)(C)O3,1,-10,17,42*,-5,-3.1,99,-22,17
COC(=O)c1cc2c(C)nn(C)c2s1,-1,6,1,-3.1,-3,-2.7,104,4,-3
CC(O)CNc1nc(Cl)c(C#N)s1 (centres undefined),-3,-11,6,4.2,0,-0.8,103,-29,7
COc1cc(/C=C2\CC/C(=C\c3ccc(OCCO)c(OC)c3)C2=O)ccc1OCCO,2,10,8,-1.8,-31,-2.6,97,-13,-1
O=C(CNCC1CCCO1)Nc1ccc(N2CCCCCC2)cc1 (centres undefined),-7,9,5,-4.5,9,-2.9,100,-16,11
Cc1ccc(S(=O)(=O)N2CCC(C(=O)NNC(=O)c3ccccc3)CC2)cc1,-2,6,21,-3.9,-3,-2.8,104,-12,12
CCCc1nccn1S(=O)(=O)c1cc(OC)ccc1OC,-3,6,-2,-2.3,2,0.6,97,-1,-3

# Compound activity as filed in PubChem BioAssay.
